# Assay outcomes as filed in PubChem.
# OX1R antag-1 – blocks the human orexin 1 receptor | O43613 | OX1R-expressing cells, FRET antagonist read-out | inhibition, % at 6.6 µM | 1.8% of 330,000 active | AID 485270; in the data active = inhibition mostly above about 38%, no sharp cut-off; inactive = mostly below about 40%;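 note: 0% = agonist challenge alone and 100% = reference antagonist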
# Target sequence (O43613 whole entry, looked up): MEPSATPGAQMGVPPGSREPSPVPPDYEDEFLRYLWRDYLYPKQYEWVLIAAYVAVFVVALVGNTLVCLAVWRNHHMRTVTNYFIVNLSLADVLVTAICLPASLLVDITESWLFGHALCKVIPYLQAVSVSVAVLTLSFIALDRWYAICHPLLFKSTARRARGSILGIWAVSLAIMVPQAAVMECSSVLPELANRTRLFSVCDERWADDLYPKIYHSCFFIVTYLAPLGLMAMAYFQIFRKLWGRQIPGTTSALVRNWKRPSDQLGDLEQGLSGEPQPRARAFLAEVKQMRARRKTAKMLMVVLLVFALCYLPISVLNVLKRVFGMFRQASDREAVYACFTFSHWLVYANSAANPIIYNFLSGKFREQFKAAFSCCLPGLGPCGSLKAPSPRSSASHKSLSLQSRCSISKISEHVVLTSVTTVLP
# OX1R antag-2 – blocks the human orexin 1 receptor | O43613 | CHO/OX1R cells, Fluo-8 calcium fluorescence, orexin A | inhibition, % at 5 µM | 0.43% of 330,000 active | AID 434989;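 active = inhibition above its plate's threshold, mean inhibition of all tested compounds on the plate plus 3 SD, cut at about 37% in these data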;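 note: 0% = orexin A challenge wells and 100% = SB-334867-A antagonist wells; not every result past the cut was called active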
# Active calls of the source: *.
# A first look (3 entries):
SMILES,OX1R antag-1,OX1R antag-2
O=C(CCc1nnc(CCc2ccccc2)o1)N1CCCCC1CCn1cccn1 (centres undefined),5,-27
Cc1cccc(N(CC(=O)NC2CCCC2)C(=O)CCC(=O)Nc2cc(C)on2)c1,-1,-30
Nc1ccc(C(=O)Nc2ccc(OC(F)(F)C(F)F)c(NC(=O)c3ccc(N)cc3)c2)cc1,59,13

# The whole of this part, from the start:
SMILES,OX1R antag-1,OX1R antag-2
O=C(CCc1nnc(CCc2ccccc2)o1)N1CCCCC1CCn1cccn1 (centres undefined),5,-27
Cc1cccc(N(CC(=O)NC2CCCC2)C(=O)CCC(=O)Nc2cc(C)on2)c1,-1,-30
Nc1ccc(C(=O)Nc2ccc(OC(F)(F)C(F)F)c(NC(=O)c3ccc(N)cc3)c2)cc1,59,13
CCc1nc(SCC(=O)Nc2ccc([N+](=O)[O-])cc2)n[nH]1,17,-6
COc1cc(CNCC(C)C)c(Br)cc1OCC(=O)NCc1ccccc1,0,-12
Cc1cc(C)cc(-n2c(C)cc(/C=N\NC(=O)COc3cccc4cccnc34)c2C)c1,15,-32
CCOc1ccc(/C=N/n2c(C)nnc2C)cc1OC,14,-4
O=C(Cn1c(-c2ccccc2)noc1=O)N1CCC(Cc2ccccc2)CC1,5,-21
Cc1ccc(C2CC(c3ccc(Cl)cc3)n3nc(N)nc3N2)cc1 (centres undefined),14,-3
Cc1cccc(N=C2NC(=O)/C(=C3/C(=O)N(C)c4ccccc43)S2)c1C,22,-28
CCN(CC)C(=O)C(C)N(C#N)c1nc(NC(C)C)nc(NC(C)C)n1 (centres undefined),10,-11
CCOc1cc(C(=O)Nc2ccccc2F)cc(Br)c1OCC,19,-45
CSc1nc2ccccc2n1CC(=O)Nc1cc(C(F)(F)F)ccc1N1CCOCC1,6,-29
COc1cc(C2C(C(=O)c3cc4ccccc4o3)=C(O)C(=O)N2c2cc(C)on2)cc(OC)c1OC (centres undefined),20,-19
N#Cc1cccc(NC(=O)COC(=O)c2cc(S(=O)(=O)Nc3ccccc3Cl)ccc2O)c1,38*,15
O=C(COc1ccccc1)OC(C(=O)c1ccccc1)c1ccccc1 (centres undefined),6,-15
Cc1ccc(C)c(OCC(O)CN2CCCCC2C)c1 (centres undefined),6,-24
CCCn1nc(NC(=O)COC)c2cc3cccc(C)c3nc21,4,-23
CC(=O)c1nc2ccccc2n1CCc1ccccc1,29,-27
CC(C)(C)Cc1nnc(NC(=O)CN2C(=O)c3ccccc3C2=O)s1,10,-19
Cc1ccc(N2CCN(C(=O)CNS(=O)(=O)c3ccc(Br)s3)CC2C)cc1 (centres undefined),19,-21
O=C(Nc1ccccc1)Nc1nnc(-c2ccccc2)o1,15,-17
CCOC(=O)c1cccc(NC(=O)N2CCOCC2)c1,18,-20
c1cn2cc(CN3CCOCC3)nc2s1,15,-1
CCCC(C)n1[nH]c(=O)cc1N (centres undefined),43,-16
O=C(COC(=O)c1ccco1)Nc1ccc(Br)cc1,6,-9
CN1CCN(S(=O)(=O)c2ccc(NC(=O)c3ccc(F)cc3Cl)cc2)CC1,0,-9
COc1ccccc1NC(=S)NCc1ccccc1Cl,9,-1
CCn1c(-c2nn(C)cc2Cl)n[nH]c1=S,5,0
O=C(N/N=C/c1ccc([N+](=O)[O-])o1)C1CCCC1,91*,-16
Cc1ccnc(NS(=O)(=O)c2ccc(N3C(=O)c4c(Cl)c(Cl)c(Cl)c(Cl)c4C3=O)cc2)n1,4,-7
CCCS(=O)(=O)N1CCCC(C(=O)N2CCC(Cc3ccccc3)CC2)C1 (centres undefined),4,-16
COc1ccccc1N1CCN(S(=O)(=O)CCNC(=O)C2CC(=O)N(c3ccccc3)C2)CC1 (centres undefined),7,-34
O=C(CCCc1cccs1)Nc1nccs1,3,-9
Cc1cc(Cl)ccc1OCC(=O)NCCCCc1ccccc1,1,-6
CC(=O)COc1ccc2c3c(c(=O)oc2c1)CCCC3,7,-29
NC(=O)NC(=O)CSc1nc(-c2ccccc2)c(-c2ccccc2)n1CC1CCCO1 (centres undefined),25,-16
CCCNC(=O)c1n[nH]c(=O)c2ccccc12,14,-10
CCCCn1nc(C(=O)Nc2ccc(S(=O)(=O)Nc3ncccn3)cc2)c2ccccc2c1=O,17,-24
Cc1cc(=O)oc2cc(OCc3ccc(C(=O)OCC(=O)Nc4ccccc4OC(F)F)cc3)ccc12,12,-30

# Given with tabs: part of the list above.
canonical_smiles	OX1R antag-1	OX1R antag-2
O=C(CCc1nnc(CCc2ccccc2)o1)N1CCCCC1CCn1cccn1 (centres undefined)	5	-27
Nc1ccc(C(=O)Nc2ccc(OC(F)(F)C(F)F)c(NC(=O)c3ccc(N)cc3)c2)cc1	59	13
O=C(Cn1c(-c2ccccc2)noc1=O)N1CCC(Cc2ccccc2)CC1	5	-21
CCCS(=O)(=O)N1CCCC(C(=O)N2CCC(Cc3ccccc3)CC2)C1 (centres undefined)	4	-16
CCCNC(=O)c1n[nH]c(=O)c2ccccc12	14	-10

# The results go on:
SMILES,OX1R antag-1,OX1R antag-2
O=C(NC1CCS(=O)(=O)C1)c1ccc(Br)o1 (centres undefined),17,-12
COc1ccc(S(=O)(=O)N2CCCCC2)cc1NC(=O)c1ccc(Cl)nc1,4,2
Cc1ccc(NC(=O)CSc2nnc(C3CC3)n2CC2CCCO2)c(C)c1 (centres undefined),11,-39
Cc1ccc(C)c(CSc2nnc(C)c(=O)n2N)c1,19,-13
Cc1nc2sc(C(c3ccco3)N3CCN(C(c4ccccc4)c4ccccc4)CC3)c(O)n2n1 (centres undefined),0,-34
Cc1nn(-c2ccccc2)c2sc(C(=O)c3c(N)n(C)c(=O)n(C)c3=O)cc12,13,-7
COc1ccccc1N(CC1CO1)S(=O)(=O)c1ccc(C)cc1 (centres undefined),11,20
CCOC(=O)C1(Cc2ccc(OC)cc2)CCN(C(=O)[C@@H]2CCCN2C(C)=O)CC1,17,-11
CCOC(=O)N1CCC(NC(=O)c2cc3c(=O)n(C)c4ccccc4c3n2C)CC1,12,-14
CC(=O)Nc1ccc(S(=O)(=O)NCc2csc(-c3cccnc3)n2)cc1,18,-2
COc1cc2c(cc1OC)CN(C(=O)c1ccc3[nH]c(C)c(C)c3c1)CC2,12,-31
Cc1ccc(CSc2nnc(-c3ccc4c(c3)OCO4)o2)cc1,-5,-24
O=C(CC1Oc2ccccc2NC1=O)NC1CCCC1 (centres undefined),5,2
O=C(C1CCCN(S(=O)(=O)c2cc(Cl)ccc2Cl)C1)N1CCCCCC1 (centres undefined),31,-17
Cc1ccc(C23CC4CC(CC(C(=O)NCC(=O)O)(C4)C2)C3)cc1,7,4
COc1ccc(NC(=O)COC(=O)CN2C(=O)C3CC=CCC3C2=O)c([N+](=O)[O-])c1 (centres undefined),24,-6
C=CCOC(=O)c1[nH]c2c(c1C)C(=O)CC(c1cc(OC)c(OC)c(OC)c1)C2 (centres undefined),24,15
CCOc1ccc(C(Nc2cccnc2)c2cc(Cl)c3cccnc3c2O)cc1 (centres undefined),21,4
COc1ccc(OC)c(Nc2nc(N)c([N+](=O)[O-])c(N3CCOCC3)n2)c1,3,-25
CC(C)CC(NC(=O)C(CO)NC(=O)C1CCC(=O)N1)C(N)=O (centres undefined),10,-8

# Single records (already shown).
# O=C(COc1ccccc1)OC(C(=O)c1ccccc1)c1ccccc1 (centres undefined) across the screens: OX1R antag-1 = 6; OX1R antag-2 = -15
# Cc1cc(C)cc(-n2c(C)cc(/C=N\NC(=O)COc3cccc4cccnc34)c2C)c1 across the screens: OX1R antag-1 = 15; OX1R antag-2 = -32
# Cc1cccc(N(CC(=O)NC2CCCC2)C(=O)CCC(=O)Nc2cc(C)on2)c1 across the screens: OX1R antag-1 = -1; OX1R antag-2 = -30

# Later entries:
SMILES,OX1R antag-1,OX1R antag-2
Cc1cccc2sc(NC(=O)CN3C(=O)NC4(CCCC4)C3=O)nc12,21,-18
COCCn1c(SCC(=O)c2ccc3c(c2)OCCO3)nnc1C(C)C,32,-8
O=C(N/N=C/c1ccco1)c1cc(C2CC2)nc2ccccc12,25,-19
O=C(/C=C/c1ccc(Cl)cc1Cl)NC(=S)Nc1ccc(CN2CCOCC2)cc1,-4,-17
CCn1cc(/C=C(\NC(=O)c2cc(OC)c(OC)c(OC)c2)C(=O)N2CCN(C)CC2)c2ccccc21,17,-29
CC(C)c1ccc(-c2nc(N3CCCCCC3)nc3n[nH]c(N)c23)cc1,8,-16
CC1CCCCC12NC(=O)N(CC(=O)N1CCN(S(=O)(=O)/C=C/c3ccccc3)CC1)C2=O (centres undefined),3,-10
O=C(OCC#CCSc1nnc(-c2ccc([N+](=O)[O-])cc2)o1)c1cccs1,87*,-10
COc1ccc(F)c(C2C(C#N)=C(N)Oc3n[nH]c(C(C)(C)C)c32)c1 (centres undefined),4,-21
O=C(CSc1nnc2ccc(-c3cccnc3)nn12)Nc1ccccc1,40,-15
Cn1ccc(=S)c2ccccc21,27,-3
O=C(COc1ccc(Cl)cc1Cl)Nc1nc2n(n1)C(c1ccccc1)CC(=O)N2 (centres undefined),24,-7
COC(=O)Nc1nnc(-c2ccncc2)s1,5,7
CC(=O)Nc1ccc(Nc2cc(C)nc3c(-c4ccc(Cl)cc4)c(C)nn23)cc1,4,-2
CN1CCN(C(=O)c2ccc3c(c2)NC(=O)/C(=C/c2ccccc2)S3)CC1,5,-16
COc1ccc(-n2c(=S)[nH]c3ccccc32)cc1,19,-18
CCOc1ccc(NC(=S)N(CCc2c(C)[nH]c3ccc(C)cc23)Cc2cccnc2)cc1,22,-19
CCN1CCCC1CNC(=O)Cn1cccc1C(=O)c1ccccc1C (centres undefined),12,-28
CCOc1ccc(CNC(=O)c2ccc3nc(N4CCOCC4)sc3c2)cc1,7,-20
O=C1CN(C(=O)c2ccccc2)C(c2ccccc2)c2cc(Cl)ccc2N1 (centres undefined),-10,-34
Cn1ccc(=NC=C(C#N)C#N)c2ccccc21,18,-1
N#C/C(=C/c1ccc(N2CCCCCC2)o1)c1ccc(Cl)cc1,10,-17
O=C(CCCN1C(=O)C(c2ccccc2)Oc2cccnc21)Nc1cccc(F)c1 (centres undefined),11,-12
Cc1ccc(NC(=O)CSc2nnc(CNC(=O)c3cccs3)o2)cc1,6,-2
CCC(NS(=O)(=O)c1ccc2c(c1)NC(=O)C(C)C(=O)N2)c1cccs1 (centres undefined),10,-9
O=C(CSc1nc2ccccc2c(=O)n1-c1cccc(C(F)(F)F)c1)NC1CC1,4,-21
CN(CC(=O)Nc1ccc(Cl)c(S(=O)(=O)N(C)C)c1)Cc1ccccc1,20,-7
CCOC(=S)N/C(=N\S(=O)(=O)c1ccccc1)c1ccccc1,11,-18
CC1=Nc2ccccc2N=C(NC(=O)CSC(=S)N2CCN(C)CC2)C1c1ccccc1 (centres undefined),13,-29
COC(=O)Cn1nnc2c(cnn2-c2ccccc2)c1=O,9,-1
C=CCN1C=CC=C/C1=C1\SC(=S)N(C)C1=O,27,-18
C/C(=N\NC(=O)c1cc(Br)ccc1O)c1cccs1,42,-12
COc1ccccc1-c1nnc(SCC(=O)Nc2c(Cl)cccc2Cl)o1,17,-29
CN(C)c1ccc(C(=S)N2CCCCC2)cc1Br,20,-20
C=C(C)CSc1nnc2n(N)c(=O)c3ccccc3n12,10,-7
O=C1CC(c2ccc(F)cc2)CC(O)=C1C1NCCc2ccccc21 (centres undefined),8,-19
Cc1ccccc1NC(=O)C1CCCN1S(=O)(=O)c1ccccc1C(F)(F)F (centres undefined),81*,66*
CCOc1ccc(S(=O)(=O)N2CCC(C(=O)NCCc3ccc(OC)c(OC)c3)CC2)cc1,9,-16
Cc1cc(C)nc(NS(=O)(=O)c2ccc(N/C=C3\CCCC3=O)cc2)n1,30,-2
O=C(NC(=S)Nc1cccc2c(O)cccc12)c1cccc(Br)c1,11,-9
C=CCn1c(SCC(=O)NC2(C)CCS(=O)(=O)C2)nc2ccccc21 (centres undefined),3,-19
C[C@]12CCC3C(CC[C@H]4CC(O)CC[C@]34C)C1CC/C2=N/O (some centres undefined),6,-16
COCCCNC(=O)CSc1nc2ccccc2c(=O)n1CCc1ccc(S(N)(=O)=O)cc1,42,-21
COc1ccc(N(CC(=O)NCc2ccccc2OC)S(=O)(=O)c2ccccc2)cc1,30,-13
COc1cc(OC)cc(C(=O)Nc2nc(CC(=O)NCc3ccc(F)cc3)cs2)c1,22,-10
Cc1cccc(-c2nc3ccccc3c(=O)n2NC(=S)N(C)C)c1,6,-14
CCOC(=O)CN=C(NS(=O)(=O)c1ccc(Cl)cc1)c1ccccc1,10,-21
COc1ccc(OCC(=O)N2CCN(S(=O)(=O)c3ccc(Cl)s3)CC2)cc1,6,-4
C=C(C)C(=O)OCC(=O)NCc1ccccc1,17,-4
Cc1cccc(CNC(=O)Cn2ccc3cc(S(=O)(=O)N4CCCC4)ccc32)c1,13,-13
CN(C)S(=O)(=O)c1ccc(C(=O)N(c2ccccn2)c2ccccn2)cc1,-2,-6
